G9a inh: qHTS Assay for Inhibitors of Histone Lysine Methyltransferase G9a; AID 504332, 2011; Potency, µM (top dose mostly 102 µM), for the others: at the highest dose activity, negative = inhibition, hits mostly inhibitors; Histone-lysine N-methyltransferase EHMT2 (Homo sapiens), Q96KQ7; hit rate 8.8% among 350,000; G9a H3K9 monomethylation, AlphaScreen, 2 h; further: potency means the concentration at half of the fitted maximal effect; on the % scale 0 is the no-effect control and ±100 the full control effect; nearly all actives have a fitted effect of over 75% in size
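Methyltransferase reactions run at room temperature for 2 h (20 nM enzyme, 500 nM biotin-H3K9 peptide, 20 uM SAM) after a 15 min compound preincubation; product detected by AlphaScreen beads and anti-H3K9me1 antibody.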
HP1b chromo inh: HTS for Inhibitors of HP1-beta Chromodomain Interactions with Methylated Histone Tails. Chromobox protein homolog 1 (Homo sapiens), P83916. AlphaScreen HP1-beta / biotin-H3K9me3 peptide binding. Potency, µM (titrated, usually from 114 µM), without a hit: top-dose activity change, negative = inhibition, usual class: inhibitors. hit rate 0.56% among 390,000. AID 540317, 2011; further: potency means the concentration at half of the fitted maximal effect; nearly all actives have a fitted effect of over 70% in size; inactives centre near 23
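AlphaScreen: HP1-beta (50 nM) preformed 30 min with biotin-H3(1-18)K9me3 peptide (50 nM) in PBS pH 7.4, 0.01% Tween-20. Compound added for 30 min at RT, then streptavidin donor/nickel chelate acceptor beads (10 ug/mL) for 30 min.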
Pin1 inh: qHTS Assay to Find Inhibitors of Pin1 | hit rate 0.009% among 390,000 | AID 504891, 2011 | Pin1 FP peptide displacement, HiFluor488, 10 min | Potency, µM (top dose mostly 115 µM), without a hit: at the highest dose activity, negative = inhibition, most hits filed as inhibitors | Peptidyl-prolyl cis-trans isomerase NIMA-interacting 1 (Homo sapiens), Q13526; active means well fitted inhibition curve with a large enough effect in the polarisation, with a control signal flat, not every such curve was filed as active; inconclusive means small, poorly fitted or top-dose-only effect, or effect the other way, or a change in a side signal; inactive means no such curve, though single readings can be large or run the other way; the % refers to the polarisation; further: potency means the concentration at half of the fitted maximal effect; on the % scale 0 is the no-effect control and ±100 the full control effect
BAZ2B block: qHTS Assay for Inhibitors of BAZ2B; Bromodomain adjacent to zinc finger domain protein 2B (Homo sapiens), Q9UIF8; AlphaScreen BAZ2B-H3K14Ac peptide displacement; Potency, µM (series often up to 114 µM), for the others: at the top dose activity change, negative = inhibition, actives largely listed as inhibitors; hit rate 4.4% among 360,000; AID 504333, 2011; further: potency means the concentration at half of the fitted maximal effect; on the % scale 0 is the no-effect control and ±100 the full control effect; nearly all actives have a fitted effect of over 60% in size
Target sequence (Q9UIF8 whole entry, looked up, the tested form may be a part): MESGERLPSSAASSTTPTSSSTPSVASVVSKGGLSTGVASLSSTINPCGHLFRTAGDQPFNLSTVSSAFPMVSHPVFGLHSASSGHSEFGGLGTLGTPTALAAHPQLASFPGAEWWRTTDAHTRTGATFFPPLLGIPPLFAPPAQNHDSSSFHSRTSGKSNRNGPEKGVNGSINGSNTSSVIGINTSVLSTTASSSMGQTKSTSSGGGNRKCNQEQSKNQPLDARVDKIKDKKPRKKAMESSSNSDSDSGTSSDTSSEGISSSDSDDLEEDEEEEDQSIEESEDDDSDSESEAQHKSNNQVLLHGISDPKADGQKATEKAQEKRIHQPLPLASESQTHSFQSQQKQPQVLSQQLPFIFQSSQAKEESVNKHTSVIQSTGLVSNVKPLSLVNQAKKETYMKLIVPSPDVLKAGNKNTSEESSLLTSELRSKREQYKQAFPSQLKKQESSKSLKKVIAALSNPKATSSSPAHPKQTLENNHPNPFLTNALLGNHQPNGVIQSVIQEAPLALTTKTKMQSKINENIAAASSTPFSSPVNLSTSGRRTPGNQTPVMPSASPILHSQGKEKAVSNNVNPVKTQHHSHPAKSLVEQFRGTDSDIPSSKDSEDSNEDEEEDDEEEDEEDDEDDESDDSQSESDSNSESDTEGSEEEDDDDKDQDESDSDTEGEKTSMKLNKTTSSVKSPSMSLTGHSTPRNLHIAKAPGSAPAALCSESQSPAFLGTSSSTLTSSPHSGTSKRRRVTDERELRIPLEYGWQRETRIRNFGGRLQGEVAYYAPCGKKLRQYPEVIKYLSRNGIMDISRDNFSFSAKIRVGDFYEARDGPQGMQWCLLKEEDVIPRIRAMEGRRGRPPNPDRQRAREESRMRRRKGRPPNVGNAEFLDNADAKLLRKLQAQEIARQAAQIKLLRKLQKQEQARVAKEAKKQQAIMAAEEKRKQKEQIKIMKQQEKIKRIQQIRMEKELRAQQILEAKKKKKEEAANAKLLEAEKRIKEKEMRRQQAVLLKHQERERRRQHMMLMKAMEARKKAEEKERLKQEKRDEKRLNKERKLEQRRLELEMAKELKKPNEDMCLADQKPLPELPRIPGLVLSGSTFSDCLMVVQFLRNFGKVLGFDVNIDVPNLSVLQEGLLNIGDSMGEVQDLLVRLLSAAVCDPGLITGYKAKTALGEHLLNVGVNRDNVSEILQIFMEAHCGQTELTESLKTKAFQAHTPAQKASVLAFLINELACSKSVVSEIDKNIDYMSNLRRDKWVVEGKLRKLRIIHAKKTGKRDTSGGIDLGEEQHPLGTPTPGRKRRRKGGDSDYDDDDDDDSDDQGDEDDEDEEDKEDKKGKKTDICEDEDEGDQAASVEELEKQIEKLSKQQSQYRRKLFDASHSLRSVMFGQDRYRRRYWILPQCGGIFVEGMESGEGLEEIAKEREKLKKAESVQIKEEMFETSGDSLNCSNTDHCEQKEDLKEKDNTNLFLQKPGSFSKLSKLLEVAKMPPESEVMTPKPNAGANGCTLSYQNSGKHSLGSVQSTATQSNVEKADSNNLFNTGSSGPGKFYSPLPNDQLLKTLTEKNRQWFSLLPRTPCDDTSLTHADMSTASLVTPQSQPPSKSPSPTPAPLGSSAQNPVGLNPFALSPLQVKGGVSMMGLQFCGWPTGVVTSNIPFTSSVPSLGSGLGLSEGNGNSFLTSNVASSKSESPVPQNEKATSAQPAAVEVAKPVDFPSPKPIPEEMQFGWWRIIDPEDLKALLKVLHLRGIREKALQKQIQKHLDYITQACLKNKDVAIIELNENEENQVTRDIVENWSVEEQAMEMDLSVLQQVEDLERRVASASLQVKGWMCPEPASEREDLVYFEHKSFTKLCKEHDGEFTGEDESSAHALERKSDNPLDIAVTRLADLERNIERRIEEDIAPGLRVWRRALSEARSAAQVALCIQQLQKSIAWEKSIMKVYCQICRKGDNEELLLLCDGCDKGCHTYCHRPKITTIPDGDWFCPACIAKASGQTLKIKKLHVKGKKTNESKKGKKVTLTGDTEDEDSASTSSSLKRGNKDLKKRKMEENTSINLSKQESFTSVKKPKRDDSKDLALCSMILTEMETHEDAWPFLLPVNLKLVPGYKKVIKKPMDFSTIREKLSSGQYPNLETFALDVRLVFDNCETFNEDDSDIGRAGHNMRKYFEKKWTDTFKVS
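Multi-concentration screen (max 110 uM) measuring displacement of acetylated histone H3 peptide from BAZ2B by AlphaScreen, using 50 nM protein, 50 nM peptide and 10 ug/mL streptavidin donor plus Ni-chelate acceptor beads.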
GLS inh: qHTS for Inhibitors of Glutaminase (GLS). Potency, µM (doses to about 45.5 µM), for the others: top-dose activity change, negative = inhibition, usual class: inhibitors. GLS enzymatic activity, qHTS titration. AID 624170, 2012. hit rate 0.21% among 410,000. Glutaminase kidney isoform, mitochondrial (Homo sapiens), O94925; further: potency means the concentration at half of the fitted maximal effect; on the % scale 0 is the no-effect control and ±100 the full control effect
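Coupled fluorescence readout: glutamate oxidase/HRP/Amplex Red detect glutamate formed by hKGA from L-glutamine (1 mM solution added). Buffer 45 mM KH2PO4 pH 8.2, 0.02% Tween-20; reads at t0 and 30 min RT.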
PI4K2A block: qHTS for small molecular inhibitors of PI4K2A. hit rate 0.13% among 420,000. Phosphatidylinositol 4-kinase type 2-alpha (Homo sapiens), Q9BTU6. activity change, negative = inhibition, % at 76.9 µM. purified PI4K2A, ADP-Glo luminescence, 1 h; stronger effect = lower value; in the data active means activity change below about -50%; inconclusive means mostly about -30% to -49%;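 further: -100% = wells without enzyme as full effect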
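Compounds are screened against recombinant PI4K2A using PI as substrate and ATP, the latter dispensed at 300 microM. Reactions run one hour at ambient temperature before ADP-Glo detection; full inhibition defined by wells lacking enzyme.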
JMJD2A Tudor inh: qHTS Assay for Inhibitors of JMJD2A-Tudor Domain; hit rate 4.4% among 390,000; AID 504339, 2011; Lysine-specific demethylase 4A (Homo sapiens), O75164; AlphaScreen JMJD2A-Tudor / H3K4me3 peptide binding; Potency, µM (top dose mostly 114 µM), inactives show at the top dose activity change, negative = inhibition, actives largely listed as inhibitors; further: potency means the concentration at half of the fitted maximal effect; on the % scale 0 is the no-effect control and ±100 the full control effect; nearly all actives have a fitted effect of over 50% in size
PGK inhibitor: qHTS Assay to Find Inhibitors of Phosphoglycerate Kinase | Phosphoglycerate kinase, glycosomal (Trypanosoma brucei brucei), P07378 | PGK/GAPDH coupled, Kinase-Glo luminescence, 60 min | Potency, µM (highest dose often 57.5 µM), inactives show at the top dose activity change, negative = inhibition, most hits filed as inhibitors | hit rate 0.043% among 380,000 | AID 602233, 2012; further: potency means the concentration at half of the fitted maximal effect; on the % scale 0 is the no-effect control and ±100 the full control effect; nearly all actives have a fitted effect of over 60% in size
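Recombinant glycosomal PGK reaction used 1,3-bisphosphoglycerate generated in-well by GAPDH (100nM final) in 100mM TEA pH 7.6, 5mM MgCl2, 0.01% Tween-20. After 60 minutes at room temperature, ATP was read by Kinase-Glo Plus luminescence end-point.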
ERG-DNA inh: qHTS for Small Molecule Inhibitors of the ERG Ets/DNA interaction. Transcriptional regulator ERG (Homo sapiens), P11308. fluorescence polarization, His-ERG Ets domain / labelled DNA. Potency, µM (top dose mostly 76.9 µM), without a hit: top-dose FP activity, negative = inhibition, hits mostly inhibitors. hit rate 0.028% among 370,000. AID 624246, 2012; active means well fitted inhibition curve with a large enough effect in the polarisation, with a control signal flat; inconclusive means small, poorly fitted or top-dose-only effect, or effect the other way, or a change in a side signal; inactive means no such curve, though single readings can be large or run the other way; the % refers to the polarisation;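 further: polarization taken with two DNA probes labelled with fluorescein and Texas red; potency means the concentration at half of the fitted maximal effect; % of control where 0% means no effect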
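His-tagged ERG Ets domain (1 uM in the protein solution; 300mM KCl, 50mM Tris-HCl, 1mM EDTA, 1mM DTT, pH 7.5) received compound, then a probe mix of 5 nM fluorescein-DNA and 100nM Texas-615-DNA. Fluorescence polarization was read for both dyes.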
Numbers without * were called inactive; i = inactive; ? = inconclusive; / = not tested or not shown; [ ] = remark or other dose. Unless noted, the call rests on the fitted dose curve; in most records, active means well fitted curve in the direction sought with a large enough effect; inconclusive means small, poorly fitted or top-dose-only effect, or another doubt; inactive means no such curve, though single readings can be large; an effect the other way counts as inactive or inconclusive.

Every second line gives: G9a inh	HP1b chromo inh	Pin1 inh	BAZ2B block	GLS inh	PI4K2A block	JMJD2A Tudor inh	PGK inhibitor	ERG-DNA inh
> CC(=O)OCC(=O)C1(O)CCC2C3CC(F)C4=CC(=O)CCC4(C)C3C(O)CC21C (stereo not drawn)
 : /	22%[57 µM]	12%	/	-2%	0	-5%	4%	13%
> CN(C)C(=O)CSc1nc2ccccc2n1Cc1ccccc1
 : 12%	36%	1%	20%	-5%	7	-9%	0%	-5%
> CC1(C)NC(=O)N(CC(=O)Nc2nc(-c3ccc(F)cc3)cs2)C1=O
 : 3%[59 µM]	27%	-1%	4%	2%	3	-6%	6%	0%
> O=C(Nc1ccc(F)cc1Cl)c1ccc2c(=O)n3c(nc2c1)CCCCC3
 : 42%[12.7 µM]	69%[activator]	6%	-7%	-5%	0	-6%	-17%	-1%
> CC(=O)c1ccc(NC(=S)Nc2ccn(Cc3ccc(Br)cc3)n2)cc1
 : -41%	21%	1%	-27%	1%	3	-20%[57.1 µM]	-9%	2%
> Cc1ccc(S(=O)(=O)NCCC(=O)N2CCC(C(N)=O)CC2)cc1C
 : 6%	26%	5%	?	-1%	-2	-9%	2%	-3%
> CCOc1ccc2nc(Cl)c(/C=C/C(=O)c3ccco3)cc2c1
 : ?	-2%	16%	-7%	-1%	15	-31%	-5%	-16%
> COc1cccc(NC(=O)c2ccccc2-c2nc(-c3ccccc3)no2)c1
 : -9%	12%	12%	2%	2%	-3	-11%	-4%	0%
> COc1ccccc1-c1nn2c(=O)cc(CN3CCN(S(=O)(=O)c4ccc(C)cc4)CC3)nc2s1
 : 1%[59 µM]	19%[57 µM]	-3%	2%	6%	-2	-10%	-5%	-1%
> CCn1c(SCC(=O)Nc2cc(C)ccc2C)nc2c(c1=O)SC(C)C2 (stereo not drawn)
 : ?	27%	6%	-1%	13%	-2	-24%	-3%	-3%
> CN1CCN(C(c2ccc(Cl)cc2Cl)c2sc3nc(-c4ccco4)nn3c2O)CC1 (stereo not drawn)
 : -34%[59 µM]	-8%	-9%	-35%	2%	0	-21%	-7%	-11%
> CN1C(=S)SC(/[N+]([O-])=C\c2ccc(Cl)cc2)C1(C)C (stereo not drawn)
 : 57%[activator][12.7 µM]	25%	6%	-10%	12%	2	-14%	i	-4%
> O=C(c1ccccc1)c1ccc2nc(-c3ccco3)c(-c3ccco3)nc2c1
 : 3.2µM*	16µM*	/	14µM*	?	?	13µM*	-11%	47%[activator]
> CC1CN(c2nc3c(c(=O)n(Cc4ccc(Cl)cc4)c(=O)n3C)n2C)CC(C)O1 (stereo not drawn)
 : ?	5%	-10%	?	?	-2	-34%	i	-6%
> CN(CC(=O)Nc1ccc(F)cc1)C(=O)COC(=O)c1ccc(-c2ccccc2)cc1
 : 10%[0.501 µM]	23%	-2%	14%	-3%	-1	-9%	7%	-11%
> O=C(COc1ccc2ccccc2c1)Nc1ccc(Br)cc1C(=O)O
 : /	6%	-18%	-10%	3%	4	-5%	-7%	-4%
> O=C(Nc1nccs1)[C@@H]1CCCN1S(=O)(=O)c1ccc(Cl)cc1
 : /	21%	-3%	/	10%	-4	-23%	-4%	-5%
> Cc1ccc(C)c(N2CCN(C(=O)Cn3ncc4ccsc4c3=O)CC2)c1
 : -11%[59 µM]	9%	5%	-19%	-7%	4	-10%	-1%	-2%
> COc1ccc(C2/C(=C(/O)c3ccc4c(c3)CC(C)O4)C(=O)C(=O)N2CCCN2CCOCC2)cc1 (stereo not drawn)
 : 45µM*	13%	1%	-27%	4%	4	?	-2%	-1%
> COc1cc(C)ccc1OCC(=O)Nc1ccc2c(c1)OCO2
 : -25%[59 µM]	18%	-6%	0%	0%	5	-27%	-11%	-5%
> CCOC(=S)SCc1cn2cccc(C)c2n1
 : 32µM*	48%[activator]	-9%	-20%	3%	5	-6%	2%	6%
> COc1ccccc1CN1CC(C(=O)NCc2cc(F)ccc2C)CCC1=O (stereo not drawn)
 : /	52%[activator]	0%	2%	3%	8	-26%	-8%	5%
> CCCCOc1ccc(/C=C/C(=O)OCC(=O)NC(=O)NCC(C)C)cc1OCC
 : 48%[59 µM]	16%	-8%	-10%	1%	0	-9%	0%	5%
> CCOc1ccc(OCC)c(NC(=O)CC2Oc3ccc(C)cc3NC2=O)c1 (stereo not drawn)
 : ?	37%	3%	8%	0%	3	-11%	8%	-9%
> O=c1ccn(CCOc2ccc(Cl)cc2)c(=O)[nH]1
 : -14%[2.33 µM]	9%	8%	-7%	10%	7	9%	4%	-3%
> CC(C)c1ccc(/C=C2\CC/C(=C\C=N\N(C)C)C2=O)cc1
 : ?	-2%	?	56µM*	3%	8	?	-5%	-3%
> COCCNC(=O)CCCn1c(SCc2ccccc2Cl)nc2c(sc3ccccc32)c1=O
 : 31%[59 µM]	45%[activator]	11%	27%	-3%	-1	-21%	-1%	1%
> CC(C)c1ccccc1NC(=O)COC(=O)COc1ccccc1[N+](=O)[O-]
 : 2%	36%[activator]	-5%	-14%	-1%	-1	-7%	-5%	-2%
> O=C(/C=C\Nc1ccccn1)c1ccc(Cl)cc1
 : -3%[12.7 µM]	22%	22%	8%	0%	-15	-11%	?	/
> CCOC(=O)N1CCc2c(sc(N)c2C#N)C1
 : 20µM*	20%	7%	-25%	15%	-1	-20%	0%	14%
> CCCCOc1cccc(C2/C(=C(/O)c3ccc4c(c3)CC(C)O4)C(=O)C(=O)N2CCN2CCOCC2)c1 (stereo not drawn)
 : ?	7%	1%	?	15%	3	-24%	0%	-15%
> O=C(NNC(=S)Nc1ccc(Cl)cc1Cl)c1cccnc1
 : ?	14%	-3%	7%	20%	-1	-25%	i	0%
> CCOC(=O)C1=CN(CC2CCCO2)C=C(C(=O)OCC)C1c1ccccc1C(F)(F)F (stereo not drawn)
 : 117%[activator][59 µM]	201%[activator]	-4%	47%[activator]	-11%	-2	20%	2%	15%
> COc1ccc(/C=N/N=C2/CC(C)(C)Cc3n[nH]c(=O)cc32)cc1
 : 35µM*	41%[activator]	?	-30%	0%	-1	-4%	-7%	15%
> CCOc1ccccc1CN1CCCC(CNS(=O)(=O)c2ccc(OC)cc2)C1 (stereo not drawn)
 : 18%[0.501 µM]	12%[57 µM]	2%	-7%	1%	-1	-16%	0%	2%
> CC[C@]1(C(=O)OC)[C@H]2C(=O)N(C)C(=O)[C@H]2[C@H]2CN(C)C(=NC)N21
 : /	29%	-5%	/	2%	-3	-23%	-11%	4%
> N#Cc1ccc(OCC(=O)NNC(=O)C2CCCCC2)cc1
 : /	29%	-1%	/	5%	1	-7%	5%	4%
> Cc1ccc(S(=O)(=O)NN2Cc3ccccc3C2=N)cc1
 : 16µM*	35%	2%	/	1%	-2	-12%	0%	4%
> CC(C)(C)/C(COc1ccccc1[N+](=O)[O-])=N/O
 : -16%	51%[activator]	6%	-32%	14%	-3	-11%	i	16%
> CC(=N\NC(=O)c1ccccc1)/C(=N/O)C(=O)Nc1ccccc1
 : 24%	47%[activator]	-6%	56µM*	20%	6	-10%	i	-4%
> Cc1ccc(S(=O)(=O)n2nc(-c3ccco3)nc2NCc2ccc(N(C)C)cc2)cc1
 : 8.9µM*	-15%	15%	10µM*	-27%	-4	25µM*	-2%	0%
> Cc1ccc(-c2csc(NC(=O)c3c(C)noc3C)n2)cc1C
 : -5%[12.7 µM]	12%	-1%	-23%	0%	8	-28%	0%	6%
> Cc1cc2c(cc1S(=O)(=O)N(C)c1ccccc1)n(C)c(=O)n2C
 : 35%	39%	11%	?	-8%	1	-14%	0%	-7%

Quoted at random: 2 compounds from above.
Every second line gives: G9a inh	HP1b chromo inh	Pin1 inh	BAZ2B block	GLS inh	PI4K2A block	JMJD2A Tudor inh	PGK inhibitor	ERG-DNA inh
> O=C(NNC(=S)Nc1ccc(Cl)cc1Cl)c1cccnc1
 : ?	14%	-3%	7%	20%	-1	-25%	i	0%
> COc1ccc(/C=N/N=C2/CC(C)(C)Cc3n[nH]c(=O)cc32)cc1
 : 35µM*	41%[activator]	?	-30%	0%	-1	-4%	-7%	15%
